PL synth Enamine: blocks phospholipid synthesis in CHO cells, Enamine compounds; AID 1347385; ZR-82 CHO cells, pyrene fatty acid UV survival, CellTiter Blue; peroxisome-deficient CHO-K1 mutant line; plus DGAT-1, DGAT-2 and ACAT inhibitors; calls only at 10 µM; 0.4% of 20,000 active;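 active = cell survival signal 2 SD away from solvent-only control wells, confirmed on one or two retests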;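 also: 3 h compound exposure then viability read about one day after UV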
Calls only; i = inactive; + = active, no number. This is a subset; the hit share may differ from the screen's.

SMILES | PL synth Enamine
Cn1nnnc1SCC(=O)Nc1cc(C(C)(C)C)no1 | i
CCC(CO)Nc1nc(C)nc2sc3c(c12)CCC3 (stereo not given) | i
CC(=O)NC1C(OC(=O)c2ccc(Br)o2)OC(COC(C)=O)C(OC(C)=O)C1OC(C)=O (stereo not given) | i
O=C(COC(=O)c1ccc([N+](=O)[O-])o1)NC1CCS(=O)(=O)C1 (stereo not given) | i
CC1=C(C(=O)OC(C)C)C(c2cccs2)n2c(s/c(=C\c3ccc(C)o3)c2=O)=N1 (stereo not given) | i
Clc1ccc(C2Oc3ccccc3C3=C2C(c2ccc(Cl)cc2)n2ncnc2N3)cc1 (stereo not given) | i
CCN1CCN(C(=S)N=P(c2ccccc2)(N2CCOCC2)N2CCOCC2)CC1 | i
O=C(/C(Br)=C/Nc1ccc(Cl)c(Cl)c1)C(F)(F)F | i
CN(C)/N=C/C=C1\CCC/C(=C\C=N\N(C)C)C1=O | i
O=C1OC(c2ccc3c(c2)OCO3)=N/C1=C\c1ccccc1Cl | i
CC1CCN(C(=N)N)CC1 | i
C/C(=N\NC(N)=S)c1ccc2c(c1)OCCO2 | i
CCSc1nnc(NC(=O)C2CSC3(C)CCC(=O)N23)s1 (stereo not given) | i
C=CCn1c(C)cc(-c2csc(NCC)n2)c1C | i
CCCN(Cc1nnc(-c2ccco2)o1)C(=O)CN1C(=O)NC2(CCCCC2)C1=O | i
COc1ccc(C2CC(c3ccc(OC)c(OC)c3)=NN2S(C)(=O)=O)cc1O (stereo not given) | i
Cc1ccc(-c2[nH]c(=S)[nH]c2-c2ccc(C)cc2)cc1 | i
S=C(Nc1cccc(Cl)c1)Nc1ccc2cn[nH]c2c1 | i
O=C(N/N=C/c1ccc(N2CCOCC2)s1)N/N=C/c1ccc(N2CCOCC2)s1 | i
O=S1(=O)CCC(NCCO)C1 (stereo not given) | i
Cc1ccc(C(=O)COC(=O)c2c(C)noc2C)s1 | i
O=S(=O)(Nc1cccc(-n2cnnn2)c1)c1ccc(F)cc1 | i
Cc1ccc(CN(C)c2ncnc3sc4c(c23)CCC(C)C4)o1 (stereo not given) | i
CC(C)(C)NC(=O)CSc1nnc(N)s1 | i
Cc1nn(C)c(C)c1S(=O)(=O)Nc1ccc2c(c1)OC1(CCCC1)O2 | i

More compounds follow.
SMILES | PL synth Enamine
CN(C)c1nc(C23CC4CC(CC(C4)C2)C3)cs1 | i
O=S(=O)(c1ccc(Br)s1)N1CCCC1c1nc2ccccc2s1 (stereo not given) | i
CC1=CC(C)C(C[N+]2(C)CCCCC2)C(C)C1 (stereo not given) | i
O=C1NC(Cc2c[nH]c3ccccc23)C(=O)N1Cc1nc2ccccc2s1 (stereo not given) | i
Clc1ccc(/C=C2\CCCC3=C2Nc2ncnn2C3c2ccc(Cl)cc2)cc1 (stereo not given) | i
C/C(=N\Nc1cc(C)c2cc(C)cc(C)c2n1)c1ccc(OC(F)F)cc1 | i
Cc1c(-n2[nH]nnc2=S)c(=O)n(-c2ccccc2)n1C | i
CC(C)(C)c1ccc(-c2cn(-c3ccccc3)c3[n+]2CCCS3)cc1 | i
Cc1ccc(C2=NNC(=Nc3ccc(F)cc3)SC2)cc1[N+](=O)[O-] | i
S=c1nn[nH]n1Cc1ccccc1 | i
Nc1nnc(SCC(=O)NCc2ccco2)s1 | i
O=C(C1COc2ccccc2O1)N1CCN(Cn2c(=O)oc3ccccc32)CC1 (stereo not given) | i
COc1ccc(C2=NN(S(C)(=O)=O)C(c3cccc(OC)c3OC)C2)cc1OC (stereo not given) | i
COc1ccc(OCCSc2nnc(Nc3ccccc3OC)s2)cc1 | i
Cc1nnc(SCC(=O)NC2CCCCC2C)n1C1CCCCC1 (stereo not given) | i
Nc1nc(Nc2ccccc2)nc(C(F)(F)F)n1 | i
Fc1ccc(/C=N/Nc2ncc(-c3ccccc3)s2)cc1 | i
Cn1cccc1/C=C/C(=O)O | i
Brc1ccc(-c2cn3c(nc4ccccc43)c(-c3ccccc3)n2)cc1 | i
Oc1oc(-c2ccc(F)cc2)nc1C1=NCCCCC1 | i
C=CCn1c(SCC(=O)N(C)C)nc2sc3c(c2c1=O)CCCCC3 | i
Cc1cc(C)c(C(O)=CC(=O)C(F)(F)F)c(C)c1 | i
NC(=O)NCC(F)(F)F | i
CN=c1scc(-c2ccc(Cl)s2)n1/N=C/c1ccc(C(C)(C)C)cc1 | i
CCn1c(SCc2cc(-c3ccco3)on2)nnc1-c1ccco1 | i

Ordered by molar mass (descending): 4 of the compounds above.
SMILES | PL synth Enamine
COc1ccc(C2CC(c3ccc(OC)c(OC)c3)=NN2S(C)(=O)=O)cc1O (stereo not given) | i
S=C(Nc1cccc(Cl)c1)Nc1ccc2cn[nH]c2c1 | i
Cn1nnnc1SCC(=O)Nc1cc(C(C)(C)C)no1 | i
NC(=O)NCC(F)(F)F | i

Next part.
SMILES | PL synth Enamine
CSCCC1NC(=O)N(CC(=O)N(C)C2CCCCC2)C1=O (stereo not given) | i
Cn1c(CO)nc2cc(N=Cc3ccc(O)cc3O)ccc21 | i
O=C(O)CCCC(=O)Nc1nccs1 | i
CC(C)(CO)N(Cc1nc2ccsc2c(=O)[nH]1)Cc1nc2ccsc2c(=O)[nH]1 | i
C/C(=N\NP1(=O)C=C(c2ccccc2)OC(c2ccccc2)=C1)c1ccccn1 | i
O=c1c(C2=NCCCC2)c(NC2=NCCCCC2)[nH]n1-c1ccccc1 | i
COc1cc(COc2ccc(-n3cnnn3)cc2)c(OC)cc1Br | i
O=S(=O)(NC1CCCCCC1)c1ccc(F)cc1F | i
O=[N+]([O-])c1cc(C(F)(F)F)cc([N+](=O)[O-])c1N/N=C1/CCCc2ccccc21 | i
COCCNC(=O)Cn1cc(C(F)(F)F)ccc1=O | i
CCCCC(=O)OCC(=O)NC(=O)NC(C)(C)C | i
O=S(=O)(Nc1nc2ccccc2nc1Nc1cccc(F)c1)c1cccc2nsnc12 | i
Cc1cc(C(=O)CN2C(=O)C(=O)N(Cc3ccco3)C2=O)c(C)n1Cc1ccco1 | i
O=C(O)C1CCN(c2nccs2)CC1 | i
O=C(OCc1nc2ccsc2c(=O)[nH]1)c1ccco1 | i
O=C(Nc1nnc(C2CC2)s1)C1CCN(S(=O)(=O)c2ccc(Br)s2)CC1 | i
COCCCn1c(SCc2nnc(-c3ccco3)o2)nc2sc3c(c2c1=O)CCCS3 | i
O=[N+]([O-])c1ccc(S(=O)(=O)N=C2N=C3C=CC(Cl)=CN3Cc3ccccc32)cc1 | i
Cc1nc(Sc2nnc3ccccn23)c2c3c(sc2n1)CCCC3 | i
c1ccc(-c2nnc(SCc3nnc(-c4ccco4)o3)o2)cc1 | i
[O-]/[N+](=C/c1ccccc1)c1ccccc1-n1nncc1-c1ccccc1 | i
O=C1NC2(Oc3ccccc3C3CC(c4ccccc4)=NN32)/C(=C/c2cccc(OCc3ccccc3)c2)S1 (stereo not given) | +
COc1ccc(-c2nn3cnnc3s2)cc1 | i
CCCC1(CCC)NC(=O)N(CC(=O)O)C1=O | i
CSC(=NS(=O)(=O)c1cccs1)Nc1ccc(F)c(Cl)c1 | i

The final eight records of the part before open the next one.
SMILES | PL synth Enamine
O=[N+]([O-])c1ccc(S(=O)(=O)N=C2N=C3C=CC(Cl)=CN3Cc3ccccc32)cc1 | i
Cc1nc(Sc2nnc3ccccn23)c2c3c(sc2n1)CCCC3 | i
c1ccc(-c2nnc(SCc3nnc(-c4ccco4)o3)o2)cc1 | i
[O-]/[N+](=C/c1ccccc1)c1ccccc1-n1nncc1-c1ccccc1 | i
O=C1NC2(Oc3ccccc3C3CC(c4ccccc4)=NN32)/C(=C/c2cccc(OCc3ccccc3)c2)S1 (stereo not given) | +
COc1ccc(-c2nn3cnnc3s2)cc1 | i
CCCC1(CCC)NC(=O)N(CC(=O)O)C1=O | i
CSC(=NS(=O)(=O)c1cccs1)Nc1ccc(F)c(Cl)c1 | i
Cc1cc(=O)[nH]c(N/N=C/c2ccc(C(C)C)cc2)n1 | i
O=c1oc2c(-c3cc(Cl)cc(Cl)c3)cc(O)cc2s1 | i
CCOC(=O)c1c(N)sc(C(=O)OCCOC)c1C | i
C#CCN=Cc1c(O)n(CCOC)c(=S)[nH]c1=O | i
FC(F)(F)c1cccc(-n2c(-c3ccc(Br)cc3)c[n+]3c2CCc2ccccc2-3)c1 | i
FC(F)Oc1ccc(C2=Nn3c(nnc3C3CC3)SC2)cc1 | i
Cc1cc(C(=O)Cn2cnc3sc4c(c3c2=O)CCC4)c(C)n1C1CC1 | i
Cc1nn(C)c(C)c1N | i
COC(=O)c1c(NC(=O)C(=O)Nc2sc3c(c2C(=O)OC)CCCCC3)sc2c1CCCCC2 | i
Cc1ccc2c(Cl)cc(Cl)c(Oc3ncnc4sc(C)c(C)c34)c2n1 | i
Cc1cc(-c2n[nH]c(=S)o2)c(C)n1-c1ccccc1 | i
S=C(Nc1ccc(Cl)c(Cl)c1)Nc1cccc2cnccc12 | i
C=CCN=c1scc(C)n1/N=C/c1ccc(O)c(O)c1 | i
CN=c1scc(-c2ccc(F)cc2)n1/N=C/c1cc(Br)c(O)c(Br)c1 | i
C=CCn1c(SCc2cc(=O)n3cc(Br)ccc3n2)nc2ccccc2c1=O | i
c1ccc(N=c2scc(-c3ccc(-c4ccccc4)cc3)n2C2CCCC2)cc1 | i
O=[N+]([O-])c1cc(N=Cc2ccc(Br)cc2)ccc1N=Cc1ccc(Br)cc1 | i
CN1CCN(Cn2nc(-c3sc4ccccc4c3Cl)n(-c3ccccc3)c2=S)CC1 | i
CC(C)(C)c1ccc(/C=C2\SC(=O)N(CC(=O)c3ccc(I)cc3)C2=O)cc1 | i
Cc1cc(C)c(C)c(S(=O)(=O)N2CCn3cccc3C2C)c1C (stereo not given) | i
COC(=O)c1sc(N)c(C(=O)OC)c1CSc1nnc(N)s1 | i
Clc1ccc(CSc2nnc(-c3ccco3)o2)c(Cl)c1 | i
O=C1CCC/C(=N\NC(=S)NC2CCCCC2)C1 | i
O=C(N/N=C1/CC2CC=CC12)c1cc(-c2ccccn2)nc2ccccc12 (stereo not given) | i
Cc1csc(NC(=O)NCC2CCCC(CNC(=O)Nc3nc(C)cs3)C2)n1 (stereo not given) | i

(list continues)
SMILES | PL synth Enamine
Cc1c(C2=CCCCC2)c(C2=CCCCC2)c(C)n1CC1CCCO1 (stereo not given) | i
COC(=O)NNC(=O)Nc1ccc(F)cc1F | i
CCOC(=O)c1c(NC(=O)COC(=O)C(CC(C)C)NC(N)=O)sc(C)c1CC (stereo not given) | i
O=C(CSc1nc2ccccc2o1)c1c[nH]c2ccccc12 | i
FC(F)Sc1ccc(NC(=S)N/N=C/C2CC=CCC2)cc1 (stereo not given) | i
O=S(=O)(c1cc(C(F)(F)F)cc(C(F)(F)F)c1)N1CCNCC1 | i
Cn1ccsc1=NC(=O)c1ccc(Cl)s1 | i
COC(=O)c1sc2ncn(-n3c(C)ccc3C)c(=O)c2c1C | i
O=c1[nH]cc(C(F)(F)F)cc1Cl | i
O=C(CN1C(=O)c2ccccc2C1=O)ON1C(=O)CCC1=O | i
C(=N\n1c(-c2ccccc2)csc1=NCC1CCCO1)/c1ccc(-c2ccccc2)cc1 (stereo not given) | i
O=C(/C=C/c1nc2ccccc2o1)N1CCCC1c1nc2ccccc2s1 (stereo not given) | i
c1ccc2c(c1)CC/C2=N/Nc1nncc2ccccc12 | i
COc1ccc(N)cc1S(=O)(=O)Nc1ccc(Br)cc1 | i
Nc1nc(=S)nc(-c2ccncc2)[nH]1 | i
O=c1c2ccccc2nnn1CSc1nn(-c2ccccc2)c(=S)s1 | i
O=[N+]([O-])c1ccc(/C=N/Nc2nc(C(Cl)(Cl)Cl)nc3ccccc23)o1 | i
O=C(CCN1C(=O)C2CCCCC2C1=O)NNC(=O)CC12CC3CC(CC(C3)C1)C2 (stereo not given) | i
CN(N=Cc1sc2ccccc2c1O)c1ccccc1 | i
O=C(CSc1nnc2n1CCCCC2)N1N=C(c2ccco2)CC1c1ccco1 (stereo not given) | i
CC(NC(=O)c1ccc([N+](=O)[O-])o1)C(=O)O (stereo not given) | i
C=CCNC(=O)NC(=O)COC(=O)C1CC2CCCC(C1)C21SCCS1 (stereo not given) | i
S=c1[nH]nc(-c2ccc(Cl)cc2Cl)n1/N=C/c1cccc(Cl)c1Cl | i
O=c1c(Cl)cc(C(F)(F)F)cn1CCCn1c(=O)[nH]c2ccccc21 | i
Cc1cc(C)nc(NN=C2c3ccccc3-c3ccccc32)n1 | i

Additional records follow.
SMILES | PL synth Enamine
O=[N+]([O-])c1cc(Cl)cc(C2Nc3ccccc3-c3nc4ccccc4n32)c1O (stereo not given) | i
O=C(CN1C(=O)NC2(CCCC2)C1=O)NCc1ccco1 | i
NS(=O)(=O)c1cc(S(N)(=O)=O)c2cccc3c2c1NC3=O | i
Cc1nc(SCc2nc3ccccc3s2)c2ccccc2n1 | i
O=C(C=C(O)c1ccccn1)C(F)(F)F | i
CCCn1c(SCc2cc3c(cc2Br)OCO3)n[nH]c1=O | i
Cc1c(-c2ccc(Cl)cc2Cl)nc2cc3c(cc2c1C)OCO3 | i
CCCCn1c(N)c(N(CCC(C)C)C(=O)C2CCCO2)c(=O)[nH]c1=O (stereo not given) | i
CCCCc1nc2ccccc2n1Cc1nnc2n1-c1ccccc1SC2 | i
CCCCNC(=O)CN1C(=O)NC2(CCCCC2C)C1=O (stereo not given) | i
CCN(CC)C(=O)C12CC3CCC1(C)C3(C)CO2 (stereo not given) | i
CC(NS(=O)(=O)c1ccc(Cl)c(C(F)(F)F)c1)C1CC2CCC1C2 (stereo not given) | i
CCC1COC(C)(CCC(C)C)N1C(=O)c1cc2c(=O)n3cccc(C)c3nc2s1 (stereo not given) | i
Cc1cc(NC(=O)CSc2nnc(CN3CCCC3)o2)no1 | i
CCC(=O)OCC(=O)c1c(N)n(C)c(=O)n(C)c1=O | i

A portion of the results above, for reference:
SMILES | PL synth Enamine
CCC1COC(C)(CCC(C)C)N1C(=O)c1cc2c(=O)n3cccc(C)c3nc2s1 (stereo not given) | i
Cc1cc(NC(=O)CSc2nnc(CN3CCCC3)o2)no1 | i
CCC(=O)OCC(=O)c1c(N)n(C)c(=O)n(C)c1=O | i

From PubChem
